USP7 block = inhibitors of human USP7 deubiquitinase. Q93009. purified USP7, Ub-rhodamine cleavage fluorescence. inhibition, % at 20 µM. 0.3% of 47,000 active. AID 1645854
OTUD3 inh = inhibitors of human OTUD3 deubiquitinase. inhibition, % at 25 µM. 0.7% of 47,000 active. Q5T2D3. purified OTUD3, Ub-rhodamine fluorescence, 2 h
USP8 inh = blocks human USP8 ubiquitin-rhodamine cleavage; 4.2% of 47,000 active; inhibition, % at 20 µM; AID 1645853; purified USP8, Ub-rhodamine cleavage fluorescence, 30 min; P40818
USP28 inh = blocks human USP28 ubiquitin-rhodamine cleavage | inhibition, % at 25 µM | 3% of 47,000 active | AID 1645857 | Q96RU2 | purified USP28, Ub-rhodamine cleavage fluorescence, 30 min
UCHL1 inh = blocks human UCHL1 ubiquitin-rhodamine cleavage. P09936. purified UCHL1, Ub-rhodamine cleavage fluorescence. 0.2% of 47,000 active. inhibition, % at 20 µM
Target sequence (P09936 whole entry, looked up): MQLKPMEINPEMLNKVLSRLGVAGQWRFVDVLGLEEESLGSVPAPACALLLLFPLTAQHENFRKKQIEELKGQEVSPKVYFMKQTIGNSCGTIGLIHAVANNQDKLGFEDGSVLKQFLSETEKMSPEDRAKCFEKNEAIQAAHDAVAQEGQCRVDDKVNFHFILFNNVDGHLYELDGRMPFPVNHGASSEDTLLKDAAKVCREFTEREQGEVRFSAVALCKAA
USP10 inh = blocks human USP10 ubiquitin-rhodamine cleavage. 1.1% of 47,000 active. purified USP10, Ub-rhodamine fluorescence, 60 min. inhibition, % at 20 µM
USP30 inh = blocks human USP30 ubiquitin-rhodamine cleavage; purified USP30, Ub-rhodamine cleavage fluorescence; inhibition, % at 25 µM; 5.3% of 47,000 active
USP17 inh = inhibitors of human USP17 deubiquitinase | 6.5% of 47,000 active | purified USP17, Ub-rhodamine cleavage fluorescence, 3 h | inhibition, % at 50 µM | A8MUK1
Target sequence (A8MUK1 whole entry, looked up): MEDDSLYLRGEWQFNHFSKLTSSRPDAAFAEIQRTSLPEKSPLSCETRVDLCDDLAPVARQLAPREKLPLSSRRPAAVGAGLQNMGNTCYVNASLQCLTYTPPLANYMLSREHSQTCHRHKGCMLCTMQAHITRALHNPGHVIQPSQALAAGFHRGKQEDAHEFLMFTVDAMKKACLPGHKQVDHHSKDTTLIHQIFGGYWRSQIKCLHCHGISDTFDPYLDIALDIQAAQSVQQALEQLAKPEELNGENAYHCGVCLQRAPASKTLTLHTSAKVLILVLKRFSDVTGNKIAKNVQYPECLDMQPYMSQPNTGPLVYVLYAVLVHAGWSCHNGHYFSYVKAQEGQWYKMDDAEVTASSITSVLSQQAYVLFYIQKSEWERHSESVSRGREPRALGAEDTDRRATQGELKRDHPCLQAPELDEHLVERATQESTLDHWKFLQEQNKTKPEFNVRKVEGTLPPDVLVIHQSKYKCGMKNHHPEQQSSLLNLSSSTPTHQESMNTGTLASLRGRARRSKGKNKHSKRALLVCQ
* = called active by the depositor; i = inactive; . = not tested or not shown. Cut-off read from the data, not from the text of the source: active = inhibition above about 30%; inactive = the rest. The order is random; 14% or so of the library scored in one or more.

mol,OTUD3 inh,USP28 inh,USP10 inh,UCHL1 inh,USP17 inh,USP8 inh,USP30 inh,USP7 block
COc1ccc(C(C)NC(=O)c2cnc(-c3ccccc3)nc2-c2ccncc2)cc1 (stereo not drawn),-185.0,-125.7,-8.5,-5.3,40.2*,5.3,i,-1.1
O=C(NC1(c2nc(-c3ccncc3)no2)CCCCC1)c1ccccc1,11.5,1.9,-1.1,-1.0,5.2,2.1,6.8,-6.9
O=C(c1csc2ccccc12)N1CCN(c2ccc(Cl)c(Cl)c2)CC1,7.9,5.6,6.3,5.9,1.3,5.6,32.6*,-18.7
O=C1N(c2cccnc2)C(=O)C2(Cc3ccccc3)CCN(S(=O)(=O)C3CC3)CCN12 (stereo not drawn),-2.8,-7.2,-0.4,-3.6,-3.9,-3.5,-17.8,-3.5
Cc1nn(-c2nc3ccccc3s2)c2c1C(c1c(F)cccc1F)CC(=O)N2 (stereo not drawn),4.7,1.4,1.8,2.3,2.3,-13.8,9.4,5.9
CC(=O)c1cccc(NC(=O)C2(c3ccc(Cl)cc3)CCC2)c1,0.4,9.4,-0.1,4.0,7.1,10.0,-4.2,-10.5
Cc1onc(-c2ccccc2)c1C(=O)NCc1ccc(F)cc1F,7.1,7.1,1.4,3.0,1.9,5.2,7.3,-43.0
Cc1ccc(-c2cc(C(=O)Nc3ccccc3Cl)[nH]n2)c(O)c1C,-7.6,-4.2,15.2,-1.5,0.1,33.1*,28.5,8.2
O=C(c1ccc(Cl)cc1)N1CCCn2nnc(CN3CCCCC3)c2C1,9.6,6.2,0.6,0.7,-7.4,-56.5,14.9,2.6
CC(C)C(C(=O)NCC1CCCO1)N(Cc1ccccc1Cl)C(=O)Cn1cnc2c1c(=O)n(C)c(=O)n2C (stereo not drawn),16.7,0.1,-1.3,0.0,8.2,10.6,15.1,0.1
Cc1nc(-c2ccc(C)c(S(=O)(=O)N(C)Cc3ccccc3)c2)cs1,4.5,12.2,3.1,2.0,0.3,-0.2,-2.6,7.9
O=C(Cc1ncc(C(F)(F)F)cc1Cl)N1CCN(c2ccc(F)cc2)CC1,-7.1,-7.2,-2.0,-2.7,-15.7,-3.6,-5.0,-8.0
O=C(NC1CCCC1)c1cccc(-c2ccc(N3CCCC3)nc2)c1,-19.5,-2.7,-1.9,-2.6,50.8*,7.4,-40.2,8.1
COc1ccc(-c2csc(C)n2)cc1S(=O)(=O)Nc1cccc(C)c1,-4.4,-6.7,1.5,1.5,-1.6,-8.6,-11.5,2.7
COCC1CN(C(=O)c2cccn2C)Cc2cn(CC3CC3)nc21 (stereo not drawn),12.2,1.4,-2.0,4.5,11.8,13.6,16.8,0.4
Cc1ncc(-c2cncc(CC3CCN(S(C)(=O)=O)CC3)n2)n1C,11.6,5.1,4.2,-0.3,5.0,17.3,9.4,1.6
COc1ccccc1NC(=O)CNC(=O)c1nn(-c2ccc(OC)c(OC)c2)c(=O)c2ccccc12,-0.4,-3.2,0.0,1.0,68.2*,0.3,7.5,0.5
COc1ccc(COC(=O)C2=CN(C)S(=O)(=O)N=C2C)cc1F,-155.6,-228.9,-2.3,-120.0,-134.2,-220.8,i,-112.8
O=C(NCCC1=CCCCC1)c1cccc(Nc2nc3ccccc3n3cnnc23)c1,16.1,8.6,-5.5,0.8,21.7,14.5,-2.2,1.1
Cc1sc(NC(=O)CN2CCCCCC2)nc1-c1ccc2c(c1)CCN2C(=O)C1CCCCC1,9.5,5.5,-2.2,4.6,.,18.5,20.0,-11.8
O=C(CCCn1c(=O)[nH]c2ccc(Br)cc2c1=O)N1CCc2ccccc2C1,5.7,22.6,6.2,5.7,8.7,9.2,30.5*,-13.1
COc1ccc(NC(=O)COC(=O)CCc2nc3ccccc3c(=O)[nH]2)cc1Cl,-1.8,-5.9,-3.7,-0.7,-60.0,15.3,-45.3,2.3
COC(=O)c1ccc(Oc2ccc(S(=O)(=O)N3CCCCC3)cc2N)cc1,9.1,4.8,10.2,8.7,4.8,16.6,25.9,13.1
O=C1N[C@@H]2CN(C(=O)c3ccc4ccccc4c3)CC[C@H]2CO1,-4.1,-4.0,0.4,-0.6,-4.3,0.5,-5.7,1.3
CCOc1ccccc1C(=O)Nc1cc2c3c(c1)CCN3C(=O)CC2,-0.1,9.8,-6.6,0.1,-0.4,6.5,9.2,-0.7
Cn1c2c(c(=O)c3ccccc31)C[C@@H](O)C(C)(C)O2,12.9,8.0,2.7,2.2,11.8,1.3,21.5,4.7
O=C(CSc1nnc(-c2c[nH]c3ccccc23)n1C1CC1)N(C1CCCC1)C1CCS(=O)(=O)C1 (stereo not drawn),1.0,-0.5,-1.8,0.6,-5.1,15.5,-10.3,-3.7
COc1cccc(C2CC(=O)Nc3n[nH]c(-c4ccccc4)c32)c1OC (stereo not drawn),4.2,6.8,4.1,2.4,20.9,12.2,18.9,0.0
CC(=O)NC(Cc1ccccc1)c1ccc2c(c1)OCCO2 (stereo not drawn),7.5,8.0,0.1,1.8,6.2,-3.7,8.4,-0.3
O=C(CN1CCOCC1)N1CCOCC(Cc2ccc3[nH]ncc3c2)C1 (stereo not drawn),-1.1,-3.3,-0.5,-3.6,-2.2,2.8,0.0,-4.9
Cc1ccc(-n2c(C)cc(/C=C3/C(=N)N4C(c5ccccc5)=CSC4=NC3=O)c2C)cc1C,-91.5,-54.8,-7.6,-36.6,-50.6,-44.2,-173.3,-37.1
COc1ccc(C)cc1NC(=O)c1ccc(COc2ccc(F)cc2)o1,-7.8,15.2,-1.0,3.5,-13.3,0.1,-18.5,5.7
Cc1cccc(NC(=O)c2ccc3ccccc3c2)c1,10.1,14.4,4.1,1.9,12.6,19.6,20.1,4.9
Cc1nc(C2CCCN2C(=O)c2nccc3ccccc23)nc2c1CCC(=O)N2CC(C)C (stereo not drawn),-0.7,-13.0,-2.4,-3.7,-13.7,0.2,-36.3,-5.2
CC1CC(=O)Nc2cc(S(=O)(=O)Nc3cccc(F)c3)ccc2S1 (stereo not drawn),13.0,13.8,10.9,7.2,11.8,11.7,31.4*,12.5
CCc1ccccc1NC(=O)N1CCC(c2nc3c(nnn3Cc3ccc(F)cc3)c(=O)[nH]2)CC1,-9.9,-2.9,1.8,-1.3,-1.0,-13.5,-0.6,-20.8
O=S(=O)(c1ccc(-n2cnnn2)cc1)N1CCC2(CC1)OCCO2,0.9,-6.6,-1.3,-0.4,2.5,0.1,18.1,2.8
Cc1nn(-c2cccc(Cl)c2)c(Cl)c1/C=C/c1nc2ccc([N+](=O)[O-])cc2s1,-29.2,-39.4,-2.0,-2.5,-26.4,-29.9,-85.6,-5.7
O=S1(=O)Cc2cnc(N3CCCC3)nc2[C@H]2CN(Cc3ccc(F)cc3)C[C@H]21,-21.2,-16.3,-5.6,0.0,-14.5,-56.7,-84.6,-3.7
O=C(NCc1ccc2c(c1)OCO2)c1cc2c(s1)CCC2,21.9,44.1*,47.3*,38.5*,47.9*,79.0*,29.6,8.7

Molecules from the list above that have a thiophene ring, fused or not, in the order listed:
mol,OTUD3 inh,USP28 inh,USP10 inh,UCHL1 inh,USP17 inh,USP8 inh,USP30 inh,USP7 block
O=C(c1csc2ccccc12)N1CCN(c2ccc(Cl)c(Cl)c2)CC1,7.9,5.6,6.3,5.9,1.3,5.6,32.6*,-18.7
O=C(NCc1ccc2c(c1)OCO2)c1cc2c(s1)CCC2,21.9,44.1*,47.3*,38.5*,47.9*,79.0*,29.6,8.7

Further records follow.
mol,OTUD3 inh,USP28 inh,USP10 inh,UCHL1 inh,USP17 inh,USP8 inh,USP30 inh,USP7 block
CC(=O)Nc1ccc(C(=O)/C=C2\NCCc3cc4c(cc32)OCCCO4)cc1,-66.7,-72.8,-6.1,-2.6,-141.0,44.5*,-271.7,-11.2
COc1ccc(C2c3[nH]c4ccccc4c3C[C@@H]3C(=O)N(Cc4ccco4)CC(=O)N23)c(OC)c1 (stereo partly drawn),-13.3,-24.2,-7.7,-2.4,-20.8,-10.9,-122.9,-16.6
Cn1nccc1C(=O)N[C@@H]1C[C@@H](Oc2ccccc2)[C@H](O)[C@H]1N1CCCC1,0.6,-2.0,-9.8,-2.5,-9.5,-8.9,-27.1,-2.3
O=[N+]([O-])c1cccc(-c2nnc(Cc3cc(F)cc(F)c3)o2)c1,0.0,15.3,3.5,-2.5,-20.2,-117.6,8.1,-11.6
COc1cccc(CNC(=O)C2Oc3ccccc3NC2=O)c1 (stereo not drawn),1.2,-2.2,2.2,-0.5,-1.4,1.3,-10.5,0.2
CCOC(=O)c1cc(C#N)c(NCc2ccc(Cl)cc2Cl)nc1-c1ccccc1,-0.5,-2.1,4.0,0.5,1.1,-12.0,-0.3,2.0
O=S(=O)(c1ccc(Br)cc1)N1CCN=C1N1CCCCC1,15.9,15.5,-2.9,1.0,7.9,13.4,4.6,-39.3
CCc1cc(C(=O)c2ccc(OC)cc2)c(NC(=O)CSc2nnc(-c3cccs3)n2C)s1,0.8,.,21.3,-3.5,61.3*,-18.5,.,-3.4
COc1ccc(-c2noc(C3(c4ccccc4)CCOCC3)n2)cc1,18.0,9.2,7.3,7.7,19.3,19.2,32.8*,9.1
CCOc1ccccc1NC(=O)c1ccc(-n2nnnc2SC)cc1,-5.5,-5.9,4.1,-0.6,25.9,2.5,-27.8,-3.9
Oc1sc(C=Nc2ccc(Oc3ccccc3)cc2)c2ccccc12,-168.2,-216.8,-6.7,-156.5,-140.2,-218.5,i,-150.0
NC1=Nc2ccc(Cl)cc2C1(O)c1ccccc1 (stereo not drawn),-3.6,.,2.5,-2.3,-16.0,-0.6,.,.
CN1C[C@H]2CCN(C(=O)NCCc3ccc(F)cc3)CC[C@H]2S1(=O)=O,-0.5,-1.6,0.1,-2.4,0.4,-41.0,2.8,0.0
CCCN(Cc1ccc(F)cc1)Cc1cc(=O)c2cc(Cl)ccc2[nH]1,9.8,6.2,5.2,3.9,-0.1,12.9,10.4,6.4
CC(=O)N1CCN(Cc2nc(-c3ccc(N4CCCCC4)nc3)no2)CC1,8.4,-7.4,-1.2,-2.9,-3.2,-0.6,-8.6,-18.1
CCc1cc(=O)n(CC(=O)NCc2ccc3c(c2)OCO3)c(N)n1,-10.2,0.1,0.1,0.8,8.4,2.5,0.6,3.0
O=C1CN(C(=O)CC2CCCCC2)C(c2ccc(F)cc2)c2cc(Br)ccc2N1 (stereo not drawn),9.4,21.1,6.3,6.2,12.2,23.7,24.6,-8.6
COc1ccccc1-c1nc(NC(=O)C2CC(=O)N(C(C)C)C2)n[nH]1 (stereo not drawn),-0.9,-5.6,-0.1,-3.4,-7.0,-1.5,-1.3,0.5
Cc1ncc(C(=O)NC2CC2)c(=O)n1CC(=O)Nc1cc(F)ccc1F,8.2,2.9,-2.4,-0.9,1.0,5.6,-27.5,2.1
COc1ccc2c(c1)CCc1c(C(=O)NCc3cccnc3)noc1-2,9.2,18.2,-4.6,-1.2,47.0*,28.3,52.9*,-4.4
CC(C)c1nnc2n1CCN(C(=O)c1nccc3ccccc13)C2,-4.0,-6.1,1.6,1.2,-5.9,0.6,-8.9,-1.7
CC(C)n1nccc1C(=O)N1[C@H](Cc2ccccc2)C[C@H]2[C@H]1CCCCCN2C,5.7,5.7,-0.4,2.4,-10.0,-31.7,9.0,3.9
CCCCN(c1ccccc1)S(=O)(=O)c1cccc(C(=O)Nc2cccc(C(C)=O)c2)c1,1.5,0.4,8.7,3.8,-9.0,0.0,-1.6,7.1
CCN1CCSc2ccc(C(=O)Nc3ccc(C)cc3)cc21,-0.2,2.2,-1.1,-1.1,-9.3,1.8,-37.5,-1.7
Cc1cc(C)c2c(-n3cccc3)nn(CC(=O)N3CCCCCC3)c2n1,3.7,12.3,-0.9,1.1,-2.4,9.0,10.8,-3.1
O=C(Nc1ccc(F)cc1)N1CCN(Cc2nnnn2-c2ccc(F)c(F)c2)CC1,-2.6,-1.6,0.4,-1.2,3.2,2.7,0.1,-4.3

Record cards, as listed above:
O=C1N(c2cccnc2)C(=O)C2(Cc3ccccc3)CCN(S(=O)(=O)C3CC3)CCN12 (stereo not drawn) is entered as OTUD3 inh: -2.8; USP28 inh: -7.2; USP10 inh: -0.4; UCHL1 inh: -3.6; USP17 inh: -3.9; USP8 inh: -3.5; USP30 inh: -17.8; USP7 block: -3.5
O=C(c1ccc(Cl)cc1)N1CCCn2nnc(CN3CCCCC3)c2C1 is entered as OTUD3 inh: 9.6; USP28 inh: 6.2; USP10 inh: 0.6; UCHL1 inh: 0.7; USP17 inh: -7.4; USP8 inh: -56.5; USP30 inh: 14.9; USP7 block: 2.6
O=C1N[C@@H]2CN(C(=O)c3ccc4ccccc4c3)CC[C@H]2CO1 is entered as OTUD3 inh: -4.1; USP28 inh: -4.0; USP10 inh: 0.4; UCHL1 inh: -0.6; USP17 inh: -4.3; USP8 inh: 0.5; USP30 inh: -5.7; USP7 block: 1.3

Compound activity (PubChem BioAssay)
